Screening results: PubChem BioAssay, National Center for Advancing Translational Sciences (NCATS)
HEK293 cAMP cs: parental HEK293 cAMP activation (counter-screen) | parental HEK293 CNG cAMP sensor, membrane potential fluorescence | Potency, µM (highest dose often 57.1 µM), without a hit: at the top dose activation, actives largely listed as activators | hit rate 2.5% among 73,000 | AID 938; further: potency means the concentration at half of the fitted maximal effect; % of control where 0% means no effect; nearly all actives have a fitted effect of over 55% in size
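Counterscreen for endogenous-receptor signalling: CNG-channel HEK 293 cells report cAMP rise by membrane depolarization. After 60 min dye equilibration with 100 uM RO 20-1724, compounds incubated 30 min before bottom-read fluorescence at 590 nm.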
Casp1 inh: blocks human caspase-1 allosterically or competitively | Potency, µM (highest dose often 57.5 µM), without a hit: at the highest dose activity change, negative = inhibition, hits mostly inhibitors | AID 900 | Caspase-1 enzyme, Ac-WEHD-AFC fluorogenic rate | hit rate 0.03% among 75,000;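 further: potency means the concentration at half of the fitted maximal effect; plate controls were vehicle for no effect and no substrate for full effect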
Target sequence (P29466 120-297 limits assumed): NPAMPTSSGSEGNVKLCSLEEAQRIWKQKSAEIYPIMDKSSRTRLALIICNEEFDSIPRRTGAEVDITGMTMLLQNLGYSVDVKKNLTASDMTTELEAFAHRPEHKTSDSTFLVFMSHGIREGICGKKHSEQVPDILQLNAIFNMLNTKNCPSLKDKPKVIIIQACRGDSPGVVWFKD
Target sequence (P29466 317-404 limits assumed): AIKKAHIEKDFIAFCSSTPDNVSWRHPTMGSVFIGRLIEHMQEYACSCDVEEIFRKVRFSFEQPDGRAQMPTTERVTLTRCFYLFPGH
Rhodamine fluor: compound autofluorescence in rhodamine spectral region; Rhodamine-region fluorescence, 547/598 nm, Tris buffer; stronger effect = higher value; max dye-equivalent concentration, M; hit rate 0.05% among 59,000; in the data active means max dye-equivalent concentration above about 11 nM; inconclusive means between about 1.1 nM and that limit
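A six-point rhodamine series on each plate calibrates the signal. Compounds sit in 100 mM Tris (pH 8.0) for 15 min at ambient temperature before imaging through 547 nm/598 nm filters.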
HADH2 inh: inhibitors of human HADH2 dehydrogenase. Q99714. recombinant HADH2, NADH fluorescence, beta-hydroxybutyryl-CoA. Potency, µM (top dose mostly 57.1 µM), inactives show at the highest dose activity change, negative = inhibition, hits mostly inhibitors. hit rate 3.4% among 73,000; further: potency means the concentration at half of the fitted maximal effect; on the % scale 0 is the no-effect control and ±100 the full control effect; nearly all actives have a fitted effect of over 60% in size; many of its hits are not listed in these tables
Target sequence (Q99714 whole entry, looked up, one chain of several): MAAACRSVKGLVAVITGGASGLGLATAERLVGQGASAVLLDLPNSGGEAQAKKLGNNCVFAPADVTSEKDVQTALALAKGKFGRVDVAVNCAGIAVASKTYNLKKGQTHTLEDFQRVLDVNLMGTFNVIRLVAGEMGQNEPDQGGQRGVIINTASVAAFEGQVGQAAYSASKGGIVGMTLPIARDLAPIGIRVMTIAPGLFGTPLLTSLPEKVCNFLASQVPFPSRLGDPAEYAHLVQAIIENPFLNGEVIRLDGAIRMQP
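E. coli-expressed His-tagged HADH2 tested at 20 nM in alkaline Tris buffer (pH 9.0); oxidation of 90 uM beta-hydroxybutyryl-CoA with 1 mM NAD+ tracked fluorimetrically for 4 min.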
BRCT inh red: BRCT-phosphoprotein interaction inhibition (red fluorophore). P38398. BRCT-phosphopeptide binding, red fluorescence polarization. Potency, µM (highest dose often 76.9 µM), for inactives: at the highest dose activity change, negative = inhibition, actives largely listed as inhibitors. hit rate 0.03% among 75,000. AID 892; further: on the % scale 0 is the no-effect control and ±100 the full control effect
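Fluorescence polarization: 100 nM His-tagged BRCA1 BRCT with 100 nM TAMRA-labelled phospho-BACH1 decapeptide, phosphate buffer pH 7.3 with 150 mM NaCl, DTT, 0.01% Tween 20; 12 min RT. Binding inhibition seen as FP decrease.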
Pol III holo inh: inhibitors of bacterial DNA polymerase III holoenzyme; reconstituted DNA polymerase III holoenzyme replication, biochemical; Potency, µM (highest dose often 57.1 µM), without a hit: top-dose activity change, negative = inhibition; hit rate 0.25% among 71,000; AID 603; further: potency means the concentration at half of the fitted maximal effect; on the % scale 0 is the no-effect control and ±100 the full control effect
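Reconstituted *E. coli* holoenzyme (0.35 nM Pol III, 1 nM beta, 154 nM SSB, 2 nM primase) was preincubated with compound for 15 min at RT. Synthesis on 1.4 nM ssM13Gori ran 35 min, then was stopped with PicoGreen/EDTA and read as dsDNA fluorescence.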
Tau fil binding: tau filament binding; Potency, µM (doses to about 57.1 µM), inactives show at the highest dose activity change, negative = inhibition; P10636; hit rate 2% among 71,000; AID 596; recombinant tau filaments, thioflavin S fluorescence, 15 h; filaments grown with octadecylsulfate alongside compound;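 further: potency means the concentration at half of the fitted maximal effect; on the % scale 0 is the no-effect control and ±100 the full control effect; actives lower thioflavin S fluorescence by blocking filaments or displacing dye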
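Recombinant tau protein (human, 1 uM final) plus 30 uM ODS in HEPES pH 7.4 with NaCl, DTT and thioflavine S. Compound present from the start; fluorescence at 510 nm after 15 h, 37 C.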
Casp7 inh: blocks human caspase-7 allosterically or competitively | P55210 | hit rate 0.02% among 75,000 | recombinant caspase-7, Ac-DEVD-AFC fluorescence rate | Potency, µM (doses to about 57.5 µM), without a hit: top-dose activity change, negative = inhibition, most hits filed as inhibitors; active means well fitted inhibition curve with a large enough effect in the main read-out, with a control signal flat, not every such curve was filed as active; inconclusive means small, poorly fitted or top-dose-only effect, or a change in a side signal; further: potency means the concentration at half of the fitted maximal effect; % of control where 0% means no effect
Target sequence (P55210 24-198 limits assumed): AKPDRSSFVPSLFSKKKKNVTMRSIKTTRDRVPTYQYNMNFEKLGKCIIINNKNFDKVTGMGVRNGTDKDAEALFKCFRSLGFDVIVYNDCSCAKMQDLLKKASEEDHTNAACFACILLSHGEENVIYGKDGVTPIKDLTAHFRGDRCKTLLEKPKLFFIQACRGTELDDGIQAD
Target sequence (P55210 207-303 limits assumed): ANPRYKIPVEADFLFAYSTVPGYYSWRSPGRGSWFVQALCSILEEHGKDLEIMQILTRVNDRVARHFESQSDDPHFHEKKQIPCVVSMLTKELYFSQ
USP2a inhib: USP2a (human) protease inhibition | USP2a enzymatic assay, qHTS inhibition | Potency, µM (series often up to 38.3 µM), for the others: at the top dose activity change, negative = inhibition, usual class: inhibitors | hit rate 0.1% among 60,000 | AID 927;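 further: potency means the concentration at half of the fitted maximal effect; nearly all actives have a fitted effect of over 60% in size; plate controls were DMSO for no effect and NEM full inhibition control for full effect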
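20 nM USP2 core + cpd, 30 min RT; add 20 nM Ub-PLA2/20 uM NBD C6-HPC; read Ex460/Em535 at 0 h and 2.5 h. Normalized to NEM; qHTS curve fit/classification.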
ALOX15 inhib: 15-hLO (ALOX15) enzyme inhibition; purified 15hLO-1, xylenol orange hydroperoxide absorbance; Potency, µM (doses to about 57.1 µM), inactives show at the top dose activity change, negative = inhibition, actives largely listed as inhibitors; hit rate 1.4% among 74,000; AID 887; P16050; further: potency means the concentration at half of the fitted maximal effect; on the % scale 0 is the no-effect control and ±100 the full control effect; nearly all actives have a fitted effect of over 55% in size
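Quantitative HTS in 25 mM Hepes pH 7.5 containing 0.01% Triton X-100: human 15hLO-1 at 40 nM, arachidonic acid at 50 uM, 6 min turnover. Product quantified via ferrous oxidation/xylenol orange, 573:405 nm absorbance ratio.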
BRCT inh green: blocks human BRCA1 BRCT binding to phosphopeptide, green readout; BRCA1 BRCT-phosphopeptide binding, green fluorescence polarization; Potency, µM (series often up to 76.9 µM), without a hit: at the top dose activity change, negative = inhibition, usual class: inhibitors; hit rate 0.05% among 75,000; AID 875;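 further: potency means the concentration at half of the fitted maximal effect; plate controls were peptide without protein for full effect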
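Compounds were incubated for 12 min at room temperature with a complex of 100 nM fluorescein-tagged pBACH1 decapeptide and 250 nM His-tagged BRCT protein. Buffer was phosphate pH 7.3 with EDTA, DTT and Tween 20. Disruption of binding lowers the polarization signal.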
* = called active by the depositor; i = inactive; ? = inconclusive; . = no result given; [ ] = another dose, or the depositor's remark. Unless noted, the call rests on the fitted dose curve; in most records, active means well fitted curve in the direction sought with a large enough effect; inconclusive means small, poorly fitted or top-dose-only effect, or another doubt; inactive means no such curve, though single readings can be large; an effect the other way counts as inactive or inconclusive.

nr	smiles	HEK293 cAMP cs	Casp1 inh	Rhodamine fluor	HADH2 inh	BRCT inh red	Pol III holo inh
1	CC(C)(C)n1nnnc1C(c1cccc(C(F)(F)F)c1)N1CCOCC1 (stereo not drawn)	17%	1%	i	14%	0.6%	-3%
2	COc1ccc(-c2nnn(CC(=O)NC3CCCc4ccccc43)n2)cc1OC (stereo not drawn)	13%	0%	i	6%	1.0%	-4%
3	COc1ccc(OC)c(NC(=O)c2ccc(NC(C)=O)cc2)c1	-6%	-3%	.	7%	1.0%	.
4	COc1ccc(NC(=O)N2CC3(CCN(C(=O)c4ccc(OC)cc4)CC3)C2)cc1	16%	-6%	i	-8%	-2.9%	3%
5	Cc1ccc(Nc2cc(C)nc3nc(C)nn23)cc1	0%	3%	.	-1%	0.7%	-3%
6	O=C(Nc1ccc(Cl)cc1C(=O)NCc1cccnc1)c1ccco1	?	-3%	i	-29%	-0.3%	1%
7	COc1ccc(-c2cc(C(=O)N3CCCCC3)no2)cc1OC	8%	2%	i	1%	-0.9%	-5%
8	COc1ccc(C2=NO[C@@H]3C(=O)N(C4CCCCC4)C(=O)[C@H]23)cc1OC	?	-1%	i	12%	-0.6%	-6%
9	Cn1c(C(=O)NC2CC2)cc2c(=O)n(C)c3ccccc3c21	?	-1%	.	?	-2.9%	-17%
10	Cc1nnc2ccc(N3CCN(C(=O)c4ccccc4)CC3)nn12	-1%	-2%	.	-7%	-1.0%	0%
11	c1ccc(-n2cnc3cc(NCc4ccccn4)ccc32)cc1	-10%	-4%	i	-11%	0.0%	-13%
12	CCC[C@@H]1C[C@@]1(CCC)C(NP(=O)(c1ccccc1)c1ccccc1)c1ccc(Cl)cc1 (stereo partly drawn)	13µM*	-2%	.	-22%	-0.5%	-17%
13	O=c1cnc2cnc(N3CCNCC3)nc2n1Cc1cccs1	19%	-4%	i	-15%	-0.3%	-5%
14	C=CCn1c(COc2ccccc2F)nnc1SCC(=O)NC(=O)NCc1ccco1	2%	-1%	i	12%	-0.1%	-4%
15	Cc1nnc(SCC(=O)NCC2CCCO2)n1-c1ccccc1 (stereo not drawn)	0%	0%	i	-5%	0.0%	-3%

nr	Tau fil binding	Casp7 inh	USP2a inhib	ALOX15 inhib	BRCT inh green
1	-1%	0%	9%	6%	-1.6%
2	114%	-2%	19%	-15%	-1.3%
3	.	1%	.	-3%	-0.6%
4	-2%	0%	48%[activator]	-2%	-5.5%
5	6%	-1%	.	2%	-0.2%
6	-13%	0%	2%	3%	0.3%
7	0%	-2%	-2%	-1%	2.5%
8	-2%	-2%	22%	-3%	0.7%
9	30%	0%	.	2%	3.6%
10	-14%	-1%	.	1%	-0.4%
11	2%	-3%	4%	12%	1.5%
12	-19%	-3%	.	.	4.4%
13	3%	-8%	-4%	1%	-2.6%
14	77%	-10%	26%	?	-2.4%
15	-19%	-1%	-8%	-4%	-0.2%

6 records drawn at random from those above, as already listed:
nr	smiles	HEK293 cAMP cs	Casp1 inh	Rhodamine fluor	HADH2 inh	BRCT inh red	Pol III holo inh
12	CCC[C@@H]1C[C@@]1(CCC)C(NP(=O)(c1ccccc1)c1ccccc1)c1ccc(Cl)cc1 (stereo partly drawn)	13µM*	-2%	.	-22%	-0.5%	-17%
5	Cc1ccc(Nc2cc(C)nc3nc(C)nn23)cc1	0%	3%	.	-1%	0.7%	-3%
8	COc1ccc(C2=NO[C@@H]3C(=O)N(C4CCCCC4)C(=O)[C@H]23)cc1OC	?	-1%	i	12%	-0.6%	-6%
15	Cc1nnc(SCC(=O)NCC2CCCO2)n1-c1ccccc1 (stereo not drawn)	0%	0%	i	-5%	0.0%	-3%
14	C=CCn1c(COc2ccccc2F)nnc1SCC(=O)NC(=O)NCc1ccco1	2%	-1%	i	12%	-0.1%	-4%
7	COc1ccc(-c2cc(C(=O)N3CCCCC3)no2)cc1OC	8%	2%	i	1%	-0.9%	-5%

nr	Tau fil binding	Casp7 inh	USP2a inhib	ALOX15 inhib	BRCT inh green
12	-19%	-3%	.	.	4.4%
5	6%	-1%	.	2%	-0.2%
8	-2%	-2%	22%	-3%	0.7%
15	-19%	-1%	-8%	-4%	-0.2%
14	77%	-10%	26%	?	-2.4%
7	0%	-2%	-2%	-1%	2.5%

The listing picks up, repeating the 2 entries before the break.
nr	smiles	HEK293 cAMP cs	Casp1 inh	Rhodamine fluor	HADH2 inh	BRCT inh red	Pol III holo inh
14	C=CCn1c(COc2ccccc2F)nnc1SCC(=O)NC(=O)NCc1ccco1	2%	-1%	i	12%	-0.1%	-4%
15	Cc1nnc(SCC(=O)NCC2CCCO2)n1-c1ccccc1 (stereo not drawn)	0%	0%	i	-5%	0.0%	-3%
16	CC(=O)Nc1ccc(C(=O)n2nc(C)cc2C)cc1	1%	1%	i	-6%	-0.8%	-3%
17	COc1cccc(CSc2nnc(-c3ccc(F)cc3)o2)c1	?	-2%	i	-3%	1.0%	0%
18	Cc1cc(C)n2cc(CSc3nc4cc(Cl)ccc4o3)nc2n1	12%	0%	i	?	-1.4%	-6%
19	COC(=O)C1C(=O)c2c([nH]c(C(=O)OC3CCCCCC3)c2C)CC1C (stereo not drawn)	?	-2%	.	4%	-1.8%	7%
20	CCc1c(C)[nH]n(-c2ccc(Oc3ccccc3)c(S(=O)(=O)O)c2)c1=O	14%	-4%	.	?	1.5%	-11%
21	Cc1cc(NS(=O)(=O)c2ccc(NC(=O)CCc3ccccc3)cc2)no1	9%	2%	i	0%	-2.3%	-8%
22	COc1ccc(-n2c(=O)[nH]cc(C(=O)N3CCc4ccccc43)c2=O)cc1	-1%	1%	i	1%	-1.6%	-2%
23	CSc1ccc(/C=N/n2nnnc2N)cc1	7%	-6%	i	32µM*	0.1%	3%
24	COC(=O)CSc1nnc(C)n1-c1cccc(C#N)c1	4%	-2%	i	7%	-0.5%	-4%
25	Cc1cccc(-c2noc(CN(C(=O)c3c(-c4ccccc4Cl)noc3C)C(C)C)n2)c1	25%	-1%	.	-8%	-0.1%	-3%
26	O=c1c(-c2cccc(Cl)c2)nc2cncnc2n1Cc1ccccc1	5%	-7%	i	-9%	-0.4%	-4%
27	CCOC(=O)c1ccc(N2C(=O)CC(N3CCN(C/C=C/c4ccccc4)CC3)C2=O)cc1 (stereo not drawn)	?	-3%	.	-9%	-0.3%	4%
28	COc1ccc(-n2c(SCC(=O)N3CCCC(C)C3)nnc2-c2cccnc2)cc1 (stereo not drawn)	-3%	0%	i	4%	-1.4%	-7%
29	COc1ccc(C(=O)NCCSCc2ccco2)cc1OC	-6%[11.4 µM]	-3%	.	-14%[11.4 µM]	-0.3%	-2%[11.4 µM]
30	Cc1cc(C(=O)Nc2ccc3c(c2)OCCO3)c(C)o1	8%	-1%	i	11%	0.3%	-4%

nr	Tau fil binding	Casp7 inh	USP2a inhib	ALOX15 inhib	BRCT inh green
14	77%	-10%	26%	?	-2.4%
15	-19%	-1%	-8%	-4%	-0.2%
16	2%	0%	-1%	3%	-0.1%
17	7%	-2%	-1%	-2%	1.4%
18	11%	-2%	7%	0%	0.6%
19	?	-6%	.	5%	-0.2%
20	8%	-5%	-10%	?	-1.6%
21	2%	-2%	5%	3%	-2.7%
22	5%	2%	-2%	6%	4.5%
23	28%	-3%	2%	-4%	-2.1%
24	-7%	0%	1%	1%	-0.5%
25	34%	-1%	.	-16%	-6.8%
26	-15%	-7%	98%[activator]	-41%	-3.3%
27	107%	-1%	-1%	?	-1.6%
28	8%	4%	-1%	-12%	-1.4%
29	-4%[11.4 µM]	0%	1%[7.66 µM]	3%[11.4 µM]	-0.7%
30	0%	0%	-7%	3%	0.5%

Not all compounds are listed (hit frequency here may not be typical).
